# Assay outcomes deposited in PubChem BioAssay by National Center for Advancing Translational Sciences (NCATS).
# Pin1 inhibitor: blocks the human prolyl isomerase Pin1; Q13526; Potency, µM (highest dose often 115 µM), for the others: at the highest dose activity, negative = inhibition, usual class: inhibitors; 0.009% of 390,000 active; Pin1 FP peptide displacement, HiFluor488, 10 min; active = well fitted inhibition curve with a large enough effect in the polarisation, with a control signal flat, not every such curve was filed as active; inconclusive = small, poorly fitted or top-dose-only effect, or effect the other way, or a change in a side signal; inactive = no such curve, though single readings can be large or run the other way; the % refers to the polarisation; also: potency is read from the fitted curve at half-maximal effect; % is scaled to controls: 0 for no effect and ±100 for the full control effect
# PGK inhibitor: T. brucei PGK inhibition. AID 602233. 0.043% of 380,000 active. PGK/GAPDH coupled, Kinase-Glo luminescence, 60 min. P07378. Potency, µM (titrated, usually from 57.5 µM), for the others: at the highest dose activity change, negative = inhibition, hits mostly inhibitors; also: potency is read from the fitted curve at half-maximal effect; % is scaled to controls: 0 for no effect and ±100 for the full control effect; nearly all actives have a fitted effect of over 60% in size
#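 Recombinant glycosomal PGK reaction used 1,3-bisphosphoglycerate generated in-well by GAPDH (100nM final) in 100mM TEA pH 7.6, 5mM MgCl2, 0.01% Tween-20. After 60 minutes at room temperature, ATP was read by Kinase-Glo Plus luminescence end-point.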
# ERG-DNA inh: inhibitors of human ERG Ets domain-DNA interaction; P11308; fluorescence polarization, His-ERG Ets domain / labelled DNA; Potency, µM (doses to about 76.9 µM), for inactives: at the highest dose FP activity, negative = inhibition, most hits filed as inhibitors; 0.028% of 370,000 active; AID 624246; active = well fitted inhibition curve with a large enough effect in the polarisation, with a control signal flat; inconclusive = small, poorly fitted or top-dose-only effect, or effect the other way, or a change in a side signal; inactive = no such curve, though single readings can be large or run the other way; the % refers to the polarisation;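 also: polarization taken with two DNA probes labelled with fluorescein and Texas red; potency is read from the fitted curve at half-maximal effect; % of control where 0% means no effect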
#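 His-tagged ERG Ets domain (1 uM in the protein solution; 300mM KCl, 50mM Tris-HCl, 1mM EDTA, 1mM DTT, pH 7.5) received compound, then a probe mix of 5 nM fluorescein-DNA and 100nM Texas-615-DNA. Fluorescence polarization was read for both dyes.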
# JMJD2A Tudor: blocks the human JMJD2A Tudor domain | 4.4% of 390,000 active | Potency, µM (doses to about 114 µM), for inactives: at the top dose activity change, negative = inhibition, actives largely listed as inhibitors | AlphaScreen JMJD2A-Tudor / H3K4me3 peptide binding | O75164 | AID 504339; also: potency is read from the fitted curve at half-maximal effect; % is scaled to controls: 0 for no effect and ±100 for the full control effect; nearly all actives have a fitted effect of over 50% in size
# Target sequence (O75164 whole entry, looked up, the tested form may be a part): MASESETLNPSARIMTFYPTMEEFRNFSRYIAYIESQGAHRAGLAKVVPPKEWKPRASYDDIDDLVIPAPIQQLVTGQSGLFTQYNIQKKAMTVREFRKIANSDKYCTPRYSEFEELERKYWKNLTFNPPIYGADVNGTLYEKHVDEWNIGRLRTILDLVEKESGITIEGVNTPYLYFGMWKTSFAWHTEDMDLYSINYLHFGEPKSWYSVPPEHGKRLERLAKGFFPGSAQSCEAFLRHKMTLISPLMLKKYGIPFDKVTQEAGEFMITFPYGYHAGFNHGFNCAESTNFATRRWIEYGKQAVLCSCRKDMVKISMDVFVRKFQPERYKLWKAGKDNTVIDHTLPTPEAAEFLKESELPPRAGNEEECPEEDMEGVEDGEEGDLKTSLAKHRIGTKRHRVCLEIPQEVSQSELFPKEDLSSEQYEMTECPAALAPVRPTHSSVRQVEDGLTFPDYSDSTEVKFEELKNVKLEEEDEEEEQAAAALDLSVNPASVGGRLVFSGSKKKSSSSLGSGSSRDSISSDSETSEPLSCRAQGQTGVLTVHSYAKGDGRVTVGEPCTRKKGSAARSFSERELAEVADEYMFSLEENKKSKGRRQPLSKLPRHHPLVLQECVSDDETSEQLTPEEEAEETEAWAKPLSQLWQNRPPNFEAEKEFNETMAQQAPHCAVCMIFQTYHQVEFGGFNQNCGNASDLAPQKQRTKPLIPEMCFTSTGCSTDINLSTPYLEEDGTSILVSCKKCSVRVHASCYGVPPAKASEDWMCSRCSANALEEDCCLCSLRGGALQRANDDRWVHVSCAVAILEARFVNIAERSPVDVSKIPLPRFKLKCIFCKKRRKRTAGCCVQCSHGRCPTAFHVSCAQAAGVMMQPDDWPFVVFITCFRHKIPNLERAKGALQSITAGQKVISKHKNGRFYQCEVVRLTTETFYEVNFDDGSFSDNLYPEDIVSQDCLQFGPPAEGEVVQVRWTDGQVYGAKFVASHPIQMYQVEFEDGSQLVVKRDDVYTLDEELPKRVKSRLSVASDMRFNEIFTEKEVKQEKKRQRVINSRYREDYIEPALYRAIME
# GLS inh: blocks human kidney-isoform glutaminase activity | O94925 | GLS enzymatic activity, qHTS titration | Potency, µM (highest dose often 45.5 µM), for the others: at the highest dose activity change, negative = inhibition, most hits filed as inhibitors | 0.21% of 410,000 active; also: potency is read from the fitted curve at half-maximal effect; % is scaled to controls: 0 for no effect and ±100 for the full control effect
#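 hKGA; 45 mM KH2PO4 pH 8.2 + 0.02% Tween-20; cpd via pin tool; 1 mM Gln soln; GluOx/HRP/Amplex Red; RT 30 min; fluor. t0 & final.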
# G9a inh: blocks human histone lysine methyltransferase G9a; AID 504332; 8.8% of 350,000 active; G9a H3K9 monomethylation, AlphaScreen, 2 h; Potency, µM (top dose mostly 102 µM), without a hit: at the top dose activity, negative = inhibition, actives largely listed as inhibitors; also: potency is read from the fitted curve at half-maximal effect; % is scaled to controls: 0 for no effect and ±100 for the full control effect; nearly all actives have a fitted effect of over 75% in size
#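 Step 1: enzyme (final 20 nM) with compound, 15 min RT. Step 2: substrate peptide 500 nM and SAM 20 uM, 2 h RT. Step 3: anti-H3K9me1 antibody and AlphaScreen beads, 10 min, then plate read.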
# HP1b binding inh: blocks HP1-beta chromodomain binding to methylated histone tails; AlphaScreen HP1-beta / biotin-H3K9me3 peptide binding; 0.56% of 390,000 active; Potency, µM (titrated, usually from 114 µM), for the others: at the top dose activity change, negative = inhibition, most hits filed as inhibitors; AID 540317; P83916; also: potency is read from the fitted curve at half-maximal effect; nearly all actives have a fitted effect of over 70% in size; inactives centre near 23
#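 Compound inhibition of the preformed complex between 50 nM HP1-beta and 50 nM biotinylated H3K9me3 peptide was read by AlphaScreen. Buffer was PBS pH 7.4 with 0.01% Tween-20. Incubations ran 30 min at room temperature, with 10 ug/mL donor/acceptor beads.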
# BAZ2B inh: inhibitors of human BAZ2B bromodomain. AlphaScreen BAZ2B-H3K14Ac peptide displacement. Q9UIF8. 4.4% of 360,000 active. Potency, µM (doses to about 114 µM), inactives show at the top dose activity change, negative = inhibition, usual class: inhibitors; also: potency is read from the fitted curve at half-maximal effect; % is scaled to controls: 0 for no effect and ±100 for the full control effect; nearly all actives have a fitted effect of over 60% in size
#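 Complex of BAZ2B and biotin-H3K14Ac (50 nM apiece) forms over 30 min at RT, then faces library compounds up to 110 uM for another 30 min; AlphaScreen beads added, 20 min dark incubation, luminescence read.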
# PI4K2A block: PI4K2A (human) kinase inhibition | 0.13% of 420,000 active | purified PI4K2A, ADP-Glo luminescence, 1 h; active compounds read low | activity change, negative = inhibition, % at 76.9 µM | Q9BTU6; in the data active = activity change below about -50%; inconclusive = mostly about -30% to -49%;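 also: -100% = wells without enzyme as full effect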
#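 ADP-Glo luminescence measured ADP generated by PI4K2A enzyme (4 ug/mL before mixing) with 1.2 mM PI substrate (pre-mix) and 300 microM ATP (pre-mix). Tris pH7.5 buffer with MgCl2, Triton X-100; 1 h reaction at ambient temperature.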
# An asterisk follows results filed as active; i = inactive; u = inconclusive; x = not tested or not shown; & = joins results of further samples; [ ] = remark or other dose. Unless noted, calls follow the shape of the dose curve; as a rule, active = well fitted curve in the direction sought with a large enough effect; inconclusive = small, poorly fitted or top-dose-only effect, or another doubt; inactive = no such curve, though single readings can be large; an effect the other way counts as inactive or inconclusive.
SMILES,Pin1 inhibitor,PGK inhibitor,ERG-DNA inh,JMJD2A Tudor,GLS inh,G9a inh,HP1b binding inh,BAZ2B inh,PI4K2A block
O=C(O)CCCC(=O)N1CCN(c2nc(-c3ccccc3)c3ccccc3n2)CC1,-2%,-3%,0%,0%,1%,u,54%[activator],4%,-6
COc1cc(C(=O)N2CCN(C3CCCCC3)CC2)cc(OC)c1OC,4%,4%,6%,56µM*,0%,x,u,u,0
COc1ccc(NC(=O)CN(C2CCCCC2)S(C)(=O)=O)cc1Cl,-3%,7%,-3%,-1%,-2%,7%,27%,-2%,-1
O=C(CCCNS(=O)(=O)c1cccc2nsnc12)NCc1ccc(Cl)cc1,0%,-2%,-5%,-22%,13%,-22%,2%,-6%,1
CC(=O)NCc1ccc(S(=O)(=O)N/N=C/c2ccc(Br)cc2)cc1,-1%,-19%,-4%,-6%,2%,u,35%,-2%,-2
O=c1c2[nH]c3cccc(Cl)c3c2ncn1Cc1ccncc1,-2%,i,-2%,-21%[57.1 µM],-1%,-10%,32%,-5%,1
Cc1cc(C(=O)OCC(=O)Nc2ccccc2C)c(C)o1,-2%,-7%,5%,-1%,-5%,6%[59 µM],19%,6%,7
CCN1C(=O)[C@@H]2[C@@H](c3ccc(SC4CCCCC4)c(OC)c3)N3CCC[C@@]3(C(=O)OC)[C@@H]2C1=O,15%,-2%,-6%,u,-4%,-11%[2.33 µM],-10%,u,2
CC(C)Cn1c(SC(C)C(=O)NC2CC2)nnc1-c1ccccc1F (stereo unspecified),-2%,3%,5%,1%,3%,0%[12.7 µM],31%,-32%,-4
O=C(COc1ccccc1[N+](=O)[O-])NC1CC1,0%,1%,2%,-13%,4%,9%,40%[activator],-4%,4
CCCCn1c(N)c(N(CCOC)C(=O)C2CC(=O)N(Cc3ccc(C)cc3)C2)c(=O)[nH]c1=O (stereo unspecified),-12%,-12%,-2%,-7%,4%,50µM*,24%,-2%,2
COc1ccc(S(=O)(=O)NNC(=O)c2sccc2-n2cccc2)cc1,0%,-2%,-16%,-11%[11.4 µM],-14%,-11%,21%,u,-2
Cc1nc(SCC(=O)Nc2c(C)n(C)n(-c3ccccc3)c2=O)c(C#N)c(C)c1C,6%,-3%,-6%,-9%,-1%,19%[12.7 µM],71%[activator],10%,-2
CCOc1ccc(NC(=O)COC(=O)Cn2cnnn2)cc1OCC,9%,i,-11%,-9%,2%,3%[59 µM],45%[activator],10%,3
CN(Cc1c(C(=O)N/N=C/c2c(F)cccc2Cl)nnn1-c1nonc1N)c1ccccc1,11%,-9%,3%,-35%,6%,3%,-7%,u,-8
Nc1ncc2c(n1)CCN(c1ccc([N+](=O)[O-])cc1)C2,-22%,1%,-6%,-28%,10%,2%,50%[activator],-33%,-3
COc1ccc(CC(=O)NNC2=Nc3cccc4cccc2c34)cc1OC,3%,10%,-2%,2%,10%,5%,58%[activator],-11%,-1
O=C(OCC1OC(n2cnc3c(N(C(=O)c4ccccc4)C(=O)c4ccccc4)ncnc32)C(O)C1F)c1ccccc1 (stereo unspecified),0%,i,-1%,-30%,-1%,x,12%,-11%,8
COc1ccc(/C=C2\Sc3ccc(C(=O)NCCN4CCCCCC4)cc3N(C)C2=O)cc1,32%[activator],-6%,-4%,u,6%,22µM*,-9%[57 µM],u,1
Cc1cc(-c2ccccc2)n2ncc(C#N)c2n1,2%,2%,-7%,-14%,2%,20%,36%,6%,6
CC1CCC(NC(=O)CCCCn2c(=O)[nH]c3ccsc3c2=O)CC1 (stereo unspecified),-1%,0%,-14%,-1%,11%,-10%,13%,13%,3
O=C(CCc1nnc(-c2ccc3c(c2)OCO3)o1)NCCc1ccccc1F,-3%,-6%,5%,u,u,24%,16%,0%,6
CCCCN(C)CCCNC(=O)C1CCN(S(=O)(=O)CC)CC1,u,-5%,7%,u,2%,2%[59 µM],-4%,6%,6
Cc1cc(-n2c(C)cc(C(=O)CSc3nnnn3-c3ccc(Cl)cc3)c2C)no1,0%,0%,x,u,0%,u,23%,9%,-1
CCN1C(=O)N[C@@H](CCc2ccccc2)C(C(C)=O)=C1C,-12%,-1%,-7%,u,25%,x,11%,x,-5
COc1ccccc1NC(=S)NC(NC(=O)c1ccco1)C(Cl)(Cl)Cl (stereo unspecified),1%,2%,5%,-12%,2%,u,13%,2%,0
Cc1ccc(C(=O)c2sc(Nc3ccc(F)cc3)nc2N)c(C)c1,7%,-2%,1%,79µM*,-8%,u,u,40µM*,2
COc1cccc(C2c3c(oc4ccccc4c3=O)C(=O)N2CCCN(C)C)c1OC (stereo unspecified),1%,3%,0%,-15%,5%,4%[0.501 µM],21%,-33%,0
COc1ccc(NC(=O)CN(C)CC(=O)Nc2ccc(Cl)cc2F)cc1,-1%,7%,-9%,-11%,17%,6%,22%,-14%,3
CCOc1ccc(CNC(=O)c2cnc3sc(N4CCC(C)CC4)nn3c2=O)cc1OC,6%,6%,2%,-2%,3%,-4%[59 µM],13%,-2%,-3

# Pulled by structure from the entries so far, 2 records:
SMILES,Pin1 inhibitor,PGK inhibitor,ERG-DNA inh,JMJD2A Tudor,GLS inh,G9a inh,HP1b binding inh,BAZ2B inh,PI4K2A block
CC(C)Cn1c(SC(C)C(=O)NC2CC2)nnc1-c1ccccc1F (stereo unspecified),-2%,3%,5%,1%,3%,0%[12.7 µM],31%,-32%,-4
CCCCN(C)CCCNC(=O)C1CCN(S(=O)(=O)CC)CC1,u,-5%,7%,u,2%,2%[59 µM],-4%,6%,6

# Additional compounds follow.
SMILES,Pin1 inhibitor,PGK inhibitor,ERG-DNA inh,JMJD2A Tudor,GLS inh,G9a inh,HP1b binding inh,BAZ2B inh,PI4K2A block
COc1ccc(/C=C/C(=O)Nc2ccc3c(c2)OCCO3)cc1OC,-11%,-1%,12%,-22%,10%,-16%[59 µM],19%,u,0
O=C(C1CC1)N1CCc2cc(Br)cc(S(=O)(=O)N3CCCCCC3)c21,5%,3%,0%,-9%,-15%,-38%,37%,5%,3
COc1ccc(OC)c(S(=O)(=O)Nc2c(NC3CCCCC3)c3ccccc3oc2=O)c1,-4%,-8%,9%,-23%,32%[activator],9%,44%[activator],u,2
COc1ccccc1C(=O)Nc1ccc2c(c1)n(C)c(=O)n2C,-2%,-2%,-7%,-22%,-7%,-6%,14%,u,7
CCOc1ccc(CN2CCNC(=O)C2CC(=O)NCC2CCOCC2)cc1 (stereo unspecified),-20%,-2%,-12%,2%,0%,-27%,25%,-13%,2
N#Cc1ccc(CN2CCN(C(=O)CC(NC(=O)c3ccccc3)c3ccccc3)CC2)cc1 (stereo unspecified),3%,-1%,0%,-5%,-2%,u,41%[activator],-14%,1
COc1ccc(C2C(C(=O)c3ccco3)=C(O)C(=O)N2Cc2cccnc2)cc1OC (stereo unspecified),1%,-3%,x,u,-6%,23%[12.7 µM],3%,u,0
CN1CCN(NC(=O)CN2C(=O)/C(=C/c3ccccc3Cl)SC2=S)CC1,38%[activator],2%,u,u,1%,u,-11%,u,-9
Cc1ccc(C(=O)c2cn[nH]c2-c2cc(Cl)ccc2O)cc1,1%,x,x,-27%,22%,-11%,17%,24%,-1
O=C(NCCCN1CCOCC1)c1ccc(/C=C2\Oc3ccccc3N(Cc3ccccc3F)C2=O)cc1,-10%,-9%,-12%,-4%,2%,0%,27%,5%,0
O=C(Nc1ccc(Cl)cc1F)C1CC1c1ccccc1 (stereo unspecified),-2%,-3%,-14%,-8%,-2%,x,22%,8%,-8
CCOC(=O)Cc1[nH]nc2c1C(Cc1ccccc1)C(C#N)=C(N)O2 (stereo unspecified),-3%,i,0%,-25%,16%,x,-6%,-14%,0
Cc1cc(NC(=O)c2ccc3nc(-c4ccccc4)c(-c4ccccc4)nc3c2)no1,-1%,-10%,-10%,-14%,-4%,22%[59 µM],13%,7%,7
Cc1ccc(NC(=O)CCNC(=O)c2ccc(Br)cc2)nc1,-1%,5%,-2%,-5%,0%,25%,21%,5%,0
COc1cccc(NC(=O)CN2C(=O)c3cccnc3Oc3ccc(Cl)cc32)c1,18%&42%,-5%&0%,-10%&-4%,-25%&-13%,1%&1%,-14%,32%&32%,-36%&-19%,-1&3
CCN(CC1CCCN(CCc2cccc(OC)c2)C1)C(=O)C=C(C)C (stereo unspecified),-13%,-6%,-13%,5%,-4%,55%,48%[activator],7%,7
Cc1ccc(C(=O)NC(=S)Nc2ccccc2C(F)(F)F)cc1,62%[activator],-2%,-6%,u,0%,-43%,-20%,-31%,0
O=C(NC1CCCCC1)C(c1ccc(F)cc1)N(Cc1ccc2c(c1)OCO2)C(=O)c1cnsn1 (stereo unspecified),5%,-2%,-13%,-12%,6%,-7%[59 µM],5%,6%,-9
O=S(=O)(N/N=C/c1ccccc1OCc1ccc(Cl)cc1)c1ccccc1,17%,2%,x,-15%,11%,-19%[59 µM],34%,2%,-6
CC12CCC(C(=O)NCc3ccccn3)(OC1=O)C2(C)C (stereo unspecified),-11%,3%,-3%,u,9%,u,19%,79µM*,8
Cc1cccc(OCC(=O)NCCCNC(=O)c2ccco2)c1,8%,-1%,-9%,-11%,-4%,9%,13%,-4%,-2
Oc1cccc(/C=N/NC(=S)NCCN2CCOCC2)c1O,-8%,i,-1%,22µM*,29%,3%[12.7 µM],31%,8.9µM*,-11
